Compound activity as filed in PubChem BioAssay.
LRH-1 inv ag – inverse agonists of human LRH-1 (NR5A2). O00482. HEK293T StAR-luciferase reporter, LRH-1 transfected, 24 h. inhibition, % at 3.6 µM. 360,000 tested, 0.13% active. AID 602396;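 active means inhibition above the mean inhibition of all tested compounds plus 3 SD, cut at about 73% in these data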;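 further: 0% = DMSO wells and 100% = reporter-only cells lacking LRH-1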
NCOA3 inh – inhibitors of human steroid receptor coactivator 3 (SRC3); Q9Y6Q9; HEK293 GAL4-SRC3 luciferase reporter, luminescence; inhibition, % at 3.6 µM; 360,000 tested, 0.17% active; AID 588352;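 active means inhibition above a per-campaign cutoff, the mean of all compounds plus 3 SD, cut at about 60% in these data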;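 further: 0% = DMSO-treated cells and 100% = gossypol-treated cells at 36 µM; higher means less SRC3-driven luciferase light from the GAL4 reporter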
SRC1 inh – inhibitors of human steroid receptor coactivator 1 (SRC1); Q15788; HEK293 GAL4-SRC1 luciferase reporter, luminescence; 360,000 tested, 0.12% active; inhibition, % at 3.6 µM;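 active means inhibition above the campaign mean plus 3 SD, with each screening campaign given its own cutoff, cut at about 60% in these data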;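 further: 0% = DMSO treated cells and 100% = gossypol at 36 µM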
Target sequence (Q15788 whole entry, looked up, the tested form may be a part): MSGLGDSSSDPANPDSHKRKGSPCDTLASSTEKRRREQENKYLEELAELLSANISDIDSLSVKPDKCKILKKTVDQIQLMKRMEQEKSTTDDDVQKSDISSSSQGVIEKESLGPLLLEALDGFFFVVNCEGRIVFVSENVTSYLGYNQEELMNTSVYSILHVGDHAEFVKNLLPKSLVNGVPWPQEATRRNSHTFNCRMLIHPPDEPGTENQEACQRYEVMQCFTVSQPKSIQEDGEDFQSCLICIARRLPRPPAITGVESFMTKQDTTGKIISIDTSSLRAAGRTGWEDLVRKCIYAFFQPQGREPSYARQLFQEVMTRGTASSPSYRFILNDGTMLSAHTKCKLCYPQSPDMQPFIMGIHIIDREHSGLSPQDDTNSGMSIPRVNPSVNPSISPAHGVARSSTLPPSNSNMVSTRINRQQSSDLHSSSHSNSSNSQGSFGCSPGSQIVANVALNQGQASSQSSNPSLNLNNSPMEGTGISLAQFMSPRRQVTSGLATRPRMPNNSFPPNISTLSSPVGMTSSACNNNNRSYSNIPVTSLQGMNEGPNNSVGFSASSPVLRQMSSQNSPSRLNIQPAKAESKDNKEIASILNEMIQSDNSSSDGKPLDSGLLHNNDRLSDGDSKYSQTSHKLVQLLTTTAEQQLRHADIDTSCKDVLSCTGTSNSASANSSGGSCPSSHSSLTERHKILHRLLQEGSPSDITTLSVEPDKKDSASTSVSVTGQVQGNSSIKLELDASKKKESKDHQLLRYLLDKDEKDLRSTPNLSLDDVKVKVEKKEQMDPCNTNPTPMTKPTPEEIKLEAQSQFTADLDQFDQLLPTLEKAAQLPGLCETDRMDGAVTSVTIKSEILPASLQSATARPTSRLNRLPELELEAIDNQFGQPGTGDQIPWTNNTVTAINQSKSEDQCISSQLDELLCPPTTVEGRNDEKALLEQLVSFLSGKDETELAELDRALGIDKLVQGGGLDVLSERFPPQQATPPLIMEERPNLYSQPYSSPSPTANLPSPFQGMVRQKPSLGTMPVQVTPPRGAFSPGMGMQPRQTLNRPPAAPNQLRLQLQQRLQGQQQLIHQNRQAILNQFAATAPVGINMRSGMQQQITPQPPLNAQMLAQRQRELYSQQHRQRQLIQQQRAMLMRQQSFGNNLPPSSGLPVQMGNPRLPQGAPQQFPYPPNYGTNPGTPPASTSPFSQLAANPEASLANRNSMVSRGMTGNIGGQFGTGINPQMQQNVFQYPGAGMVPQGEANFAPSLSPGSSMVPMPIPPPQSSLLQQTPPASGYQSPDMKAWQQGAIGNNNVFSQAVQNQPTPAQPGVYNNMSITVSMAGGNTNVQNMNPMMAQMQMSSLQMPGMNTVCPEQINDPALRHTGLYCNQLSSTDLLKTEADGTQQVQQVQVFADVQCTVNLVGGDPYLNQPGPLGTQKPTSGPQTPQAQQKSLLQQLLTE
TROY NFkB inh – blocks TROY-dependent signaling in reporter cells; Q293 LMP1-TROYcd NF-kB luciferase reporter, 4 h; inhibition, % at 10 µM; 360,000 tested, 0.98% active; AID 1347056;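 active means compounds whose plate-normalised and pattern-corrected inhibition of the luciferase reporter signal at the single screening dose is 50% or more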
NR2F2 inh – inhibitors of human COUP-TFII (NR2F2); HEK293T NGFI-A luciferase reporter, luminescence; inhibition, % at 8.6 µM; 370,000 tested, 0.7% active; AID 686940;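 active means inhibition above a per-plate cutoff, mean inhibition of test wells between control levels plus 3 SD, cut at about 38% in these data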;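 further: cells cotransfected with COUP-TFII expression vector driving the NGFI-A reporter; 0% = median of COUP-TF2 test wells and 100% = reporter-only cells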
NCOA2 inhibitor – human SRC2 (NCOA2) inhibition. Q15596. inhibition, % at 9 µM. AID 651957. HEK293 GAL4-SRC2 luciferase reporter, luminescence. 370,000 tested, 0.17% active;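 active means inhibition above the mean inhibition of all tested compounds plus 3 SD, set per campaign, cut at about 52% in these data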;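 further: 0% = DMSO treated cells and 100% = cells given Gossypol at 36 µM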
CF NFkB block – cystic fibrosis NF-kB activation inhibition. inhibition, % at 5 µM. 360,000 tested, 0.86% active. KKLEB NF-kB-GFP reporter, PAF-induced, GFP fluorescence overnight;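 active means at least 50% inhibition at 5 µM, scaled per plate between neutral and stimulator controls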;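 further: PAF is a Pseudomonas aeruginosa culture filtrate used as stimulus; plate controls were PAF-stimulated DMSO wells for no effect and unstimulated DMSO wells for full effect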
TRAIL sens C8 – sensitizes caspase-8 expressing cells to TRAIL. NB7+C8 cells + TRAIL, ATPlite viability luminescence. inhibition (viability loss, TRAIL sensitization), % at 10 µM. 360,000 tested, 1% active. AID 624354;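 active means compounds causing at least 50% loss of cell viability in the single-dose screen, relative to plate controls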
KKLEB tox – counter-screen for CF NF-kB inhibitors: cytotoxicity. AID 602141. activity change (cytotoxicity), % at 5 µM. KKLEB CF airway cells viability, ATPlite luminescence, overnight; active compounds read low; cells stimulated with P. aeruginosa culture filtrate. 360,000 tested, 0.36% active;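 active means corrected activity change at or below -50% at 5 µM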
EBV LMP1 NFkB – reduces LMP1-driven NF-kappaB luciferase signal; LMP1-induced NF-kappaB luciferase reporter cells, luminescence; inhibition, % at 12.5 µM; 350,000 tested, 0.69% active; AID 504558; in the data active means inhibition above about 41%;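 further: 0% = neutral control wells and 100% = reference inhibitor control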
TWEAK-Fn14 inh – blocks TWEAK-Fn14 interaction in a reporter cell assay | TWEAK-stimulated Fn14 reporter cells, luciferase luminescence, 8 h | inhibition, % at 10 µM | 360,000 tested, 2% active; in the data active means inhibition above about 50%
* marks the source's active call; other numbers are inactive results; · = no result given.

SMILES	LRH-1 inv ag	NCOA3 inh	SRC1 inh	TROY NFkB inh	NR2F2 inh	NCOA2 inhibitor	CF NFkB block	TRAIL sens C8	KKLEB tox	EBV LMP1 NFkB	TWEAK-Fn14 inh
COc1cccc(C(=O)NCCS(=O)(=O)N2CCN(c3ccccc3)CC2)c1OC	20	-1	7	-1	7	-17	-5	-2	-7	12	-21
COc1ccc(OC)c(C2C(C(C)=O)=C(O)C(=O)N2c2ccc(F)cc2)c1 (configuration not stated)	6	-24	6	2	-1	-35	-5	-7	-3	21	4
Cc1cccc(N=Nc2c(O)[nH]c3ccc(F)cc23)c1	-20	-47	-41	-69	-25	-37	-23	-3	9	-51	3
COc1ccc(NC(=O)c2ccc([N+](=O)[O-])s2)c([N+](=O)[O-])c1	9	-41	-56	-28	-22	-7	-7	5	1	-22	-17
O=C(NC1CCCCC1)c1cc(C2CC2)on1	-77	-41	-79	-33	-18	-42	8	-17	3	-10	-15
O=[N+]([O-])c1cccc2ccc(/C=C/c3ccc(F)cc3)nc12	-64	-57	-88	-41	-26	-42	-45	9	2	-97	-13
c1cnc(NCCNc2ncccn2)nc1	2	7	8	6	8	-1	-11	3	-3	-4	0
C=CC[C@H](CC(=O)N(CCO)Cc1ccccc1)C(=O)N[C@H](COC(=O)[C@@H](CC=C)CC(=O)OC(C)(C)C)Cc1c[nH]c2ccccc12	9	6	8	15	12	-11	12	18	13	-9	25
CC(=O)N1CN(S(=O)(=O)c2ccc(C)cc2)CC1C (configuration not stated)	13	-11	10	-13	-5	29	2	-16	-2	-1	-3
Cc1ccc(Cl)cc1-c1cc(C(=O)NCC2CCCCC2)[nH]n1	-45	-41	1	25	-7	-7	-9	4	0	·	-38
CC(C)CCN1CCN(Cc2ccc(C#CCCO)cc2)CC1CCO (configuration not stated)	-3	-6	10	8	23	13	1	1	3	0	0
COc1cccc(NC(=O)CN(C)C(=O)/C=C/c2cn(-c3ccccc3)nc2-c2ccc(C)cc2)c1	0	17	9	-3	28	-19	-2	6	3	0	29
COc1ccccc1CNC(=O)c1cc(-c2cccnc2)nc2ccccc12	2	8	-4	2	-2	-10	-38	-14	-13	-13	-4
Cc1ccccc1-n1c(SCC(=O)N2CCN(c3ccccc3)CC2)nnc1-c1ccncc1	8	20	-24	-5	15	4	7	0	4	8	-10
CCN(C(=O)Cn1cnc2c1c(=O)n(C)c(=O)n2C)C1CCS(=O)(=O)C1 (configuration not stated)	-8	-4	1	-19	-4	11	5	0	2	-1	0
O=C(O)c1ccc(NS(=O)(=O)c2cccc(C(=O)Nc3cccc(C(=O)O)c3)c2)cc1	-10	-1	10	-4	21	-14	14	-4	2	0	-2
CC(C(=O)N1CCN(C)CC1)N1C(=O)c2ccccc2C1=O (configuration not stated)	5	-3	-4	-14	7	2	14	-1	4	-10	5
COc1ccc(N2CCN(C(=O)c3ccc4c(c3)CCN4S(C)(=O)=O)CC2)cc1	-3	0	-6	-24	15	-1	-4	-13	10	-3	-7
N=c1c(S(=O)(=O)c2ccccc2)cc2c(=O)n3ccccc3nc2n1Cc1ccco1	-3	-21	-8	5	-1	-14	19	-8	-12	-11	-7
CCCCC(CCC(=O)Nc1ccccc1C(=O)OCC)C(=O)O (configuration not stated)	2	12	-8	23	-10	0	6	3	-1	1	0
Nn1c(SCc2cccc(C(F)(F)F)c2)nnc1-c1ccco1	37	-1	2	-15	-3	16	5	-15	10	2	-9
O=C(Cc1cccc(NC(=O)C2CCCN(C(=O)CCc3ccccc3)C2)c1)Nc1cccc(C(=O)N2CCOCC2)c1 (configuration not stated)	-11	-5	1	-1	-16	-7	-18	-8	-3	-7	-20
COC(=O)c1ccc(CNC(=O)c2ccc(OC)c(S(=O)(=O)NC3CC3)c2)cc1	14	10	6	4	3	-13	-5	2	9	-6	-1
COc1cccc(N2CN(CCc3ccccc3)CNC2=S)c1	9	6	4	-13	-7	15	10	6	-4	·	-6
O=C(Cn1ccc(C(F)(F)F)n1)N/N=C/c1cccs1	-2	20	-7	13	21	-36	-9	-5	-1	-1	-7
Next section.
SMILES	LRH-1 inv ag	NCOA3 inh	SRC1 inh	TROY NFkB inh	NR2F2 inh	NCOA2 inhibitor	CF NFkB block	TRAIL sens C8	KKLEB tox	EBV LMP1 NFkB	TWEAK-Fn14 inh
COc1ccc(N2C(=O)c3ccc(C(=O)Nc4ccc(NC(C)=O)cc4)cc3C2=O)cc1	6	-8	2	-26	9	-12	-17	23	8	3	-37
NNC(=O)c1ccc(CSc2nc3ccccc3[nH]2)cc1	6	17	12	-16	-18	-19	-6	0	27	7	-39
CC[n+]1c(C)n(-c2ccccc2)c2ccc(NC(C)=O)cc21	0	-8	7	-9	3	8	-7	25	-10	3	20
Cc1oncc1C(=S)Nc1ccccc1	-4	11	-3	15	-4	4	4	-26	6	4	-8
CCOC(=O)Cc1csc(NC(=O)c2cccc(OC)c2)n1	-6	7	-3	-9	-3	21	-11	32	4	0	15
Cc1ccc(CCNC(=O)CCCn2nc(C)c3c(C)n(-c4ccc(C)cc4)nc3c2=O)cc1	3	-1	4	1	-25	-10	-4	9	5	3	-12
O=C(O)C1C2CCC(C2)C1C(=O)NCCc1ccccc1 (configuration not stated)	-12	-1	-4	13	10	-11	-17	-9	2	-11	2
CN(C)C(=O)COc1ccc2c(-c3ccccc3)cc(=O)oc2c1	38	9	0	10	12	-10	-25	-10	7	-6	-5
COc1ccccc1N1CCN(C(c2ccc(F)cc2)c2nnnn2C(C)C)CC1 (configuration not stated)	14	8	14	15	-10	9	-3	-1	2	2	-22
Cc1cccc(OCCn2ccnc2)c1	-12	-14	4	20	-5	13	9	10	0	-1	14
C=CCn1c(Oc2cccc(C)c2)nc2c1c(=O)n(C)c(=O)n2C	-13	25	20	-10	4	-23	20	-11	-2	-5	35
O=C(c1ccccc1)c1cc2ccc(O)cc2oc1=O	-32	-28	-27	-39	-5	-28	-2	-2	-12	-5	16
O=C(NCc1ccccc1)c1ccc(-c2ccc(F)cc2)o1	21	-5	-44	-20	-7	-20	1	27	-7	1	-21
CCCCOc1ccc(CN=C(N)N)cc1Cl	3	7	9	0	19	9	4	25	-14	13	24
Cc1cccc(C)c1Cn1c(C)c(C(=O)NCc2ccccc2C(F)(F)F)sc1=O	-8	7	6	-19	17	-8	23	0	-9	·	-8
CS(=O)CSc1nc2c(cc1C#N)CCCC2 (configuration not stated)	14	-2	11	24	0	4	-2	-12	2	-1	14
NS(=O)(=O)c1ccc(NC(=O)COC(=O)CNC(=O)C23CC4CC(CC(C4)C2)C3)cc1	-3	-11	-8	0	20	18	10	-1	-6	-1	-4
NNC(=O)C1CCCN1S(=O)(=O)c1ccc(Cl)cc1 (configuration not stated)	-15	-1	3	4	12	-26	-2	-4	-22	-6	4
CCSc1nnc(NC(=O)c2cc(-c3ccccc3O)n[nH]2)s1	-10	-5	6	8	7	18	-12	6	3	-15	-11
CC12CCC(=O)N1C(C(=O)Nc1cc(Cl)ccc1N1CCOCC1)CS2 (configuration not stated)	-11	4	-9	10	-3	25	16	3	0	6	-1
O=C(O)c1c(C(=O)O)c(-c2ccc(Br)cc2)n2c1CSC2	-7	-15	-4	-9	10	4	7	-5	5	9	-10
CC(CN1CCN(C)CC1)OC(=O)c1ccc(Cl)cc1Cl (configuration not stated)	-3	-19	8	-7	-20	-6	14	23	7	-4	-11
CCc1c(C(=O)Nc2nnc(C3CC3)s2)csc1C	1	-39	-46	-13	-4	-8	-4	-5	-2	-7	-22
CCCCc1nnc(NC(=O)CSCc2cc(=O)n3ccsc3n2)s1	-11	-18	14	11	-15	-1	4	2	0	-4	4
CCN(CC)c1nc(N)nc(NS(=O)(=O)c2ccc(Cl)cc2)n1	-7	-14	0	7	-12	21	-12	-5	0	-3	12
O=C(CSc1nc2nc[nH]c2c(=O)[nH]1)NC1CCCCC1	1	6	8	2	-7	-16	-2	-8	6	0	0
Cc1nc2cc(C(F)(F)F)ccc2n1C1CCN(CC(=O)N2CCOCC2)CC1	2	6	3	-4	4	-14	-6	4	-2	8	-12
C[C@H](CO)N1C[C@H](C)[C@H](CN(C)S(=O)(=O)c2ccc(-n3cccn3)cc2)OCc2cnnn2CCCC1=O	-12	-8	-20	12	-5	-7	-4	-2	3	-1	10
Cc1ccc(NC(=O)COc2coc(CN3c4ccccc4CC3C)cc2=O)c(C)c1 (configuration not stated)	29	19	0	28	-3	-2	25	3	-39	0	14

Single records, as listed above. Screens in order: LRH-1 inv ag	NCOA3 inh	SRC1 inh	TROY NFkB inh	NR2F2 inh	NCOA2 inhibitor	CF NFkB block	TRAIL sens C8	KKLEB tox	EBV LMP1 NFkB	TWEAK-Fn14 inh
Entry for Cc1nc2cc(C(F)(F)F)ccc2n1C1CCN(CC(=O)N2CCOCC2)CC1 : 2	6	3	-4	4	-14	-6	4	-2	8	-12
Entry for Cc1cccc(C)c1Cn1c(C)c(C(=O)NCc2ccccc2C(F)(F)F)sc1=O : -8	7	6	-19	17	-8	23	0	-9	·	-8

A second format for part of the listing above:
canonical_smiles | LRH-1 inv ag | NCOA3 inh | SRC1 inh | TROY NFkB inh | NR2F2 inh | NCOA2 inhibitor | CF NFkB block | TRAIL sens C8 | KKLEB tox | EBV LMP1 NFkB | TWEAK-Fn14 inh
Cc1ccc(NC(=O)COc2coc(CN3c4ccccc4CC3C)cc2=O)c(C)c1 (configuration not stated) | 29 | 19 | 0 | 28 | -3 | -2 | 25 | 3 | -39 | 0 | 14
O=C(CSc1nc2nc[nH]c2c(=O)[nH]1)NC1CCCCC1 | 1 | 6 | 8 | 2 | -7 | -16 | -2 | -8 | 6 | 0 | 0
CN(C)C(=O)COc1ccc2c(-c3ccccc3)cc(=O)oc2c1 | 38 | 9 | 0 | 10 | 12 | -10 | -25 | -10 | 7 | -6 | -5
CCCCc1nnc(NC(=O)CSCc2cc(=O)n3ccsc3n2)s1 | -11 | -18 | 14 | 11 | -15 | -1 | 4 | 2 | 0 | -4 | 4
CC[n+]1c(C)n(-c2ccccc2)c2ccc(NC(C)=O)cc21 | 0 | -8 | 7 | -9 | 3 | 8 | -7 | 25 | -10 | 3 | 20
O=C(O)c1c(C(=O)O)c(-c2ccc(Br)cc2)n2c1CSC2 | -7 | -15 | -4 | -9 | 10 | 4 | 7 | -5 | 5 | 9 | -10
